TrxR1 inh = rat TrxR1 inhibition | O89049 | recombinant rTrxR1, NADPH fluorescence consumption, selenite substrate | Potency, µM (titrated, usually from 114 µM), for the others: at the highest dose activity change, negative = inhibition, hits mostly inhibitors | actives 1% (n = 390,000) | AID 588453; note: potency is the fitted concentration of half-maximal effect; % is set by controls: 0 for no effect and ±100 for the full control effect; nearly all actives have a fitted effect of over 65% in size
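Rat TrxR1 (90 nM in the dispensed reagent) was pre-reduced with 400 uM NADPH for 5 min at room temperature, then incubated with compound for 15 min. After 400 uM selenite was added, NADPH fluorescence (Ex 340/Em 450 nm) was followed for 8 min.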
mIDH1 inhibitor = human IDH1 R132H inhibition; Potency, µM (top dose mostly 76.6 µM), for inactives: at the highest dose activity change, negative = inhibition, most hits filed as inhibitors; actives 0.093% (n = 390,000); IDH1-R132H enzyme, NADPH consumption, diaphorase/resazurin fluorescence; note: potency is the fitted concentration of half-maximal effect; % is set by controls: 0 for no effect and ±100 for the full control effect; nearly all actives have a fitted effect of over 65% in size
Target sequence (O75874 whole entry R132H, stated change not applied): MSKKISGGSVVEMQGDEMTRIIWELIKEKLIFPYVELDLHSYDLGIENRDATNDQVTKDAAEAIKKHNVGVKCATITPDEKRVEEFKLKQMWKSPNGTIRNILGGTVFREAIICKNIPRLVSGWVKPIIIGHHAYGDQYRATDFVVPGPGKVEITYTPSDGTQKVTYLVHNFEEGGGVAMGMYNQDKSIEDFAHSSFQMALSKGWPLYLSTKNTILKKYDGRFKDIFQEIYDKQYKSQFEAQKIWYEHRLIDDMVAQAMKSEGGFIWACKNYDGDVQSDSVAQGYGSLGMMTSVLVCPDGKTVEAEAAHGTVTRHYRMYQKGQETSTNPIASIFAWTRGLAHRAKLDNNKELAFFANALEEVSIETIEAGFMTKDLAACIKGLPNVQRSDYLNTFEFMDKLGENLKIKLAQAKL
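IDH1-R132H (0.5 ug/mL) preincubated 30 min with compound, then NADPH (0.016 mM) and alpha-KG (2 mM) added; 80 min at RT, pH 7.5. Remaining NADPH coupled via diaphorase/resazurin to fluorescence (540/590 nm); concentration-response curves normalized to no-enzyme control.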
TRHR PAM = TRH receptor (human) allosteric enhancement | TRHR cells, fluo-8 calcium fluorescence, EC20 TRH enhancement | actives 0.66% (n = 360,000) | AID 493056 | enhancement, % at 2 µM | P34981; in the data active = enhancement above about 30%; note: 0% is about no effect
Target sequence (P34981 whole entry, looked up): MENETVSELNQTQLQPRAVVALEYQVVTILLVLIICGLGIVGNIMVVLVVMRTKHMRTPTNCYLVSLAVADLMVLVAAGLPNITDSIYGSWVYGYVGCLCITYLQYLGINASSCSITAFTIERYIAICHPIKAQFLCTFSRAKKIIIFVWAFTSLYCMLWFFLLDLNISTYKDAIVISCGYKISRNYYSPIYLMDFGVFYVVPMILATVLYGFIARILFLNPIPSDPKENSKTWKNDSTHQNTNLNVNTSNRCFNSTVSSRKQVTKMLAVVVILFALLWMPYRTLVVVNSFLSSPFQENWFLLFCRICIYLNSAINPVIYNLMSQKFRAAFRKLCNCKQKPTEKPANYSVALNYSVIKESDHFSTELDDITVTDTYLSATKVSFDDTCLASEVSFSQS
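Enhancer read-out: after compound pinning and an initial kinetic agonist-mode read, an EC20 of TRH (10 nM final) was injected and fluo-8 calcium signal (Ex 480/Em 530) followed at 1 s/cycle for 100 cycles in TRHR-expressing cells.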
TrxR1 substrate = substrates of rat thioredoxin reductase 1 | actives 0.01% (n = 390,000) | Potency, µM (top dose mostly 114 µM), for inactives: top-dose activity change, negative = substrate turnover | purified TrxR1 substrate turnover, NADPH consumption readout | O89049; note: potency is the fitted concentration of half-maximal effect; % is set by controls: 0 for no effect and ±100 for the full control effect; nearly all actives have a fitted effect of over 50% in size
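Rat TrxR1, dispensed at 90 nM, was prereduced with 400 uM NADPH (final) for 5 min at ~22 deg C, then incubated with compound 15 min before 400 uM selenite. A first-read NADPH fluorescence drop versus no-compound background flagged substrates.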
D2 agonist = activates the human D2 dopamine receptor; HEK293 T-REx D2 cells, calcium flux agonist mode; activation, % at 2 µM; actives 0.53% (n = 340,000); AID 485358;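 active = activation over 3 SD above normal in the single-dose calcium agonist read, cut at about 30% in these data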; note: 0% is about no effect
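Tetracycline-induced HEK293 Trex cells with D2 receptor force-coupled to calcium signaling, plated overnight at 30 C and loaded with no-wash calcium dye. Calcium flux read kinetically for 180 s after compound addition; responses flag agonists.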
Pin1 inh = blocks the human prolyl isomerase Pin1; Q13526; actives 0.009% (n = 390,000); Potency, µM (highest dose often 115 µM), inactives show at the highest dose activity, negative = inhibition, actives largely listed as inhibitors; Pin1 FP peptide displacement, HiFluor488, 10 min; active = well fitted inhibition curve with a large enough effect in the polarisation, with a control signal flat, not every such curve was filed as active; inconclusive = small, poorly fitted or top-dose-only effect, or effect the other way, or a change in a side signal; inactive = no such curve, though single readings can be large or run the other way; the % refers to the polarisation; note: potency is the fitted concentration of half-maximal effect; % is set by controls: 0 for no effect and ±100 for the full control effect
Target sequence (Q13526 whole entry, looked up): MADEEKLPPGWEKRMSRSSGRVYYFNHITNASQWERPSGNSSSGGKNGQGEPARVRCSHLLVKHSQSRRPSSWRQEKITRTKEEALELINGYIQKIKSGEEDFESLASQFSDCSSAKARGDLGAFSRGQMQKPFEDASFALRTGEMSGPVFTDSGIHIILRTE
TRHR agonist = activates the human TRH receptor; actives 0.18% (n = 360,000); activation, % at 2 µM; AID 493084; TRHR cells, calcium flux fluo-8, FDSS agonist mode; P34981; in the data active = activation above about 30%; note: 0% is about no effect
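Read-out: compound-evoked intracellular calcium rise in TRHR cells, fluo-8 dye, kinetic FDSS fluorescence at 1 s/cycle following a 10-cycle baseline. Cells cultured overnight before dye loading (30 min–1.5 h, RT).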
D2 antag = antagonizes the human D2 dopamine receptor; inhibition, % at 10 µM; HEK293 TREx D2 cells, calcium flux, dopamine EC80; actives 2% (n = 340,000); P14416; in the data active = inhibition above about 30%; note: 0% is about no effect
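Calcium mobilization kinetics were recorded at 1 s intervals in tetracycline-induced HEK293 T-REx D2 cells, first for 180 s after compound addition and then 180 s after EC80 dopamine.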
USP1 inh = blocks the human USP1/UAF1 deubiquitinase complex; actives 0.23% (n = 390,000); Potency, µM (series often up to 57.1 µM), inactives show at the highest dose activity change, negative = inhibition, actives largely listed as inhibitors; recombinant USP1/UAF1, Ub-Rhodamine cleavage fluorescence; O94782; note: potency is the fitted concentration of half-maximal effect; % is set by controls: 0 for no effect and ±100 for the full control effect; nearly all actives have a fitted effect of over 60% in size; inactives centre near -12
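USP1/UAF1 complex (1 nM) preincubated 15 min at room temperature with compound, then Ub-Rho substrate (150 nM final) added. Kinetic fluorescence at 480/540 nm over 6 reads at 60 s intervals; 50 mM HEPES pH 7.8, 0.5 mM EDTA, 0.1 mg/ml BSA, 1 mM TCEP, 0.01% Tween-20.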
An asterisk follows results filed as active; ? = inconclusive; / = no result given; [ ] = another dose, or the depositor's remark. Unless noted, calls come from the whole dose curve; as a rule, active = well fitted inhibition curve with a large enough effect; inconclusive = small, poorly fitted or top-dose-only effect; inactive = no such curve, though single readings can be large or run the other way. This is a subset; the hit share may differ from the screen's.

Structure	TRHR agonist	USP1 inh	D2 antag	mIDH1 inhibitor	D2 agonist	TrxR1 inh	TRHR PAM	Pin1 inh	TrxR1 substrate
O=C(Cn1c(=O)oc2cc(S(=O)(=O)NCc3ccccc3)ccc21)NCc1ccc(F)cc1	0.0	-25.6%	/	-15.3%	-0.6	2.7%	19.3	5.1%	-5.4%
O=C(C1CCN(c2nnnn2-c2ccccc2)CC1)N1CCN(c2ccccc2)CC1	-0.2	-15.9%	-30.1	0.7%	-0.2	14.5%	1.2	-0.9%	6.6%
COCCNC(=O)NC(=O)CN1CCCc2ccccc21	0.1	-4.4%	-14.3	2.6%	0.8	-5.8%	-0.8	-17.8%	0.6%
CCS(=O)(=O)c1nc(S(=O)(=O)c2ccc(C)cc2)c(N2CCN(C)CC2)s1	0.5	-11.6%	-11.6	0.9%	-0.6	13.1%	-5.9	2.4%	-4.6%
CCOC(=O)c1c(NC(=O)c2ccc(Br)o2)sc2c1CCCC2	0.6	-13.6%	-7.9	13.2%	0.3	31.9%	0.1	-7.8%	38.1%[activator]
CSc1ccccc1NC(=O)COC(=O)Cc1cccs1	-0.2	?	-6.5	-2.4%	-0.5	18.4%	3.5	-7.2%	10.0%[57.1 µM]
CSc1cccc(N/C(=N/S(=O)(=O)c2ccccc2)NN)c1	0.6	?	-5.2	1.1%	0.2	8.5%	-0.9	?	0.8%
CCOC(=O)C1CCN(C(c2cc3c(C)ccc(C)c3[nH]c2=O)c2nnnn2C2CCCCC2)CC1 (stereo unspecified)	-0.1	-23.3%	-17.6	5.1%	0.2	?	4.8	25.2%	3.6%
O=C(O)CCCn1cc(NC(=O)c2sc3ccccc3c2Cl)cn1	0.4	-23.1%	4.2	4.2%	-1.4	16.9%[57.1 µM]	7.1	-0.3%	6.7%[57.1 µM]
CNc1ccc([N+](=O)[O-])cc1-c1nc2ccccc2[nH]c1=O	0.4	-5.0%	6.5	-8.5%	0.0	10.5%	-3.3	-2.7%	-3.6%
Cc1cc(C(F)F)nn1CC(=O)Nc1cc([N+](=O)[O-])ccc1F	-0.4	1.2%	3.4	2.2%	-0.2	3.3%	2.5	-0.6%	-0.6%
Cc1cc(C)c(NC(=O)CNC(=O)c2ccc3c(=O)n4c(nc3c2)CCC4)c(C)c1	-1.9	-10.4%	17.8	1.3%	-0.1	24.4%	16.8	-3.9%	0.1%
N#C/C(=C\c1ccc(F)c(F)c1)C(=O)NC1CCCCC1	0.3	-2.3%	-7.7	7.6%	0.4	4.1%	0.4	1.4%	1.7%
COc1ccc(-c2cnc3ncnn3c2N)cc1	1.3	-5.9%	/	9.4%	/	21.7%[57.1 µM]	15.8	-3.5%	-21.1%[57.1 µM]
CCn1c(Cc2ccc(OC)cc2)nnc1SCc1nc2ccccc2c(=O)[nH]1	-0.5	-6.6%	25.1	0.0%	0.4	-1.5%	15.0	1.0%	-3.7%

A section of the results above, as a working copy:
Structure	TRHR agonist	USP1 inh	D2 antag	mIDH1 inhibitor	D2 agonist	TrxR1 inh	TRHR PAM	Pin1 inh	TrxR1 substrate
O=C(Cn1c(=O)oc2cc(S(=O)(=O)NCc3ccccc3)ccc21)NCc1ccc(F)cc1	0.0	-25.6%	/	-15.3%	-0.6	2.7%	19.3	5.1%	-5.4%
O=C(C1CCN(c2nnnn2-c2ccccc2)CC1)N1CCN(c2ccccc2)CC1	-0.2	-15.9%	-30.1	0.7%	-0.2	14.5%	1.2	-0.9%	6.6%
COCCNC(=O)NC(=O)CN1CCCc2ccccc21	0.1	-4.4%	-14.3	2.6%	0.8	-5.8%	-0.8	-17.8%	0.6%
CCS(=O)(=O)c1nc(S(=O)(=O)c2ccc(C)cc2)c(N2CCN(C)CC2)s1	0.5	-11.6%	-11.6	0.9%	-0.6	13.1%	-5.9	2.4%	-4.6%
CCOC(=O)c1c(NC(=O)c2ccc(Br)o2)sc2c1CCCC2	0.6	-13.6%	-7.9	13.2%	0.3	31.9%	0.1	-7.8%	38.1%[activator]
CSc1ccccc1NC(=O)COC(=O)Cc1cccs1	-0.2	?	-6.5	-2.4%	-0.5	18.4%	3.5	-7.2%	10.0%[57.1 µM]
CSc1cccc(N/C(=N/S(=O)(=O)c2ccccc2)NN)c1	0.6	?	-5.2	1.1%	0.2	8.5%	-0.9	?	0.8%

Next compounds
Structure	TRHR agonist	USP1 inh	D2 antag	mIDH1 inhibitor	D2 agonist	TrxR1 inh	TRHR PAM	Pin1 inh	TrxR1 substrate
O=S(=O)(Nc1ccc(F)c(Cl)c1)c1ccc(Br)s1	0.9	-17.5%	/	0.0%	3.1	-0.3%	5.0	4.7%	1.1%
CCOC(=O)c1c(NC(=O)CN2C(=O)NC3(CCCC3)C2=O)sc(C)c1CC	2.3	-8.7%	-8.3	-1.8%	3.1	0.8%	-1.0	-3.7%	-7.0%
CCN(C(=O)c1cccn(Cc2cccc(Cl)c2)c1=O)c1ccccc1	-0.4	-26.5%	/	-7.3%	/	26.4%[57.1 µM]	-2.5	-0.5%	6.7%[57.1 µM]
CCCN1CNC(=S)N(c2cc(C)ccc2C)C1	-1.5	-6.3%	2.2	-6.2%	-1.0	?	6.9	2.9%	-9.4%
COc1ccc(C(=O)NC2CC2)cc1OC1CCN(Cc2ccc(Cl)cc2)CC1	1.1	-1.1%	4.3	4.6%	-1.1	4.0%	2.9	2.1%	-3.8%
Cc1ccc(C)c2sc(NC(=O)CN3C(=O)CCC3=O)nc12	-1.0	-12.1%	-5.6	-0.7%	-0.5	20.2%	18.8	-19.2%	3.2%
Nc1nonc1-c1noc(CCCN2C(=O)c3ccccc3C2=O)n1	-0.7	-1.4%	-0.2	11.7%	0.8	-6.6%	-5.1	0.0%	-6.1%
Cc1cccc(C)c1NC(=O)N1CCC(n2cnc3ccccc32)CC1	0.5	-21.8%	-2.7	-0.3%	-0.7	9.9%[57.1 µM]	-0.1	-1.4%	11.7%[57.1 µM]
COc1ccc(Cn2c(S(=O)(=O)CC(N)=O)nc3ccccc32)cc1[N+](=O)[O-]	1.5	/	9.2	/	0.5	/	-1.9	/	/
O=C1CC(c2ccco2)CC(O)=C1C=Nc1ccc(Br)cc1 (stereo unspecified)	2.9	-2.9%	-2.0	1.0%	-0.6	8.9%[57.1 µM]	1.0	1.3%	11.6%[57.1 µM]
COc1ccc2c(CNCC(C)c3ccccc3)c(C(=O)O)n(Cc3ccc(F)cc3Cl)c2c1 (stereo unspecified)	0.1	-5.6%	/	17.3%	/	-6.3%	4.8	-1.6%	-10.5%
Cc1ccc(NC(=O)Nc2ccccc2)nc1	/	-1.2%	/	3.2%	/	-10.5%	/	2.3%	-9.4%
Cc1ccc(-n2ncc3c(N4CCCC4)ncnc32)c(C)c1	-0.4	-16.2%	10.8	5.4%	1.3	-1.0%	4.5	9.1%	-2.9%
CC1CN(C(=O)c2ccncc2)CC(C)O1 (stereo unspecified)	-0.3	-2.0%	-1.4	8.8%	0.1	20.8%	-11.8	-3.2%	8.7%
COc1c(/C=N/NC(=O)[C@H]2C[C@@H]2c2ccccc2)c(CCN(C)C(C)=O)cc2c1OCO2	-0.3	-18.1%	-1.0	6.3%	-1.6	0.2%[57.1 µM]	2.9	5.9%	-4.7%[2.29 µM]
CCN(c1ccccc1)S(=O)(=O)c1ccc(OC)c(NC(=O)COc2ccc(C(C)=O)cc2)c1	8.2	-27.7%	12.4	0.0%	0.1	1.8%[57.1 µM]	-1.8	-0.5%	-3.8%[57.1 µM]
Cc1ccc(NS(=O)(=O)c2ccc3c(c2)N(C)C(=O)CC(=O)N3C)cc1Cl	-0.1	-8.1%	/	3.3%	-1.3	18.6%	-1.9	15.2%	-0.9%
CCCNC(=O)CCSc1nc(-c2ccc3c(c2)OCO3)cc(C(F)(F)F)n1	-1.3	-25.6%	/	2.9%	-0.3	6.3%	1.4	2.0%	6.6%
CSc1ccccc1OCc1cc(C(=O)N(C)Cc2ccc(C)o2)no1	0.3	-9.6%	18.9	0.9%	-0.1	35.5µM*	-21.7	13.3%	1.2%
COc1ccc(C2NCCc3c2[nH]c2ccccc32)cc1CSc1nc2ccccc2s1 (stereo unspecified)	-1.1	-0.7%	0.0	3.0%	-1.7	-20.8%	4.2	17.9%	-14.5%
O=C(CN(c1ccc(F)cc1)S(=O)(=O)c1ccc2c(c1)OCCO2)N1CCOCC1	0.1	-26.9%	-22.0	-4.9%	0.5	28.1%	10.1	-0.6%	4.6%

Sorted by molecular weight (rising): part of the list above.
Structure	TRHR agonist	USP1 inh	D2 antag	mIDH1 inhibitor	D2 agonist	TrxR1 inh	TRHR PAM	Pin1 inh	TrxR1 substrate
CSc1ccccc1OCc1cc(C(=O)N(C)Cc2ccc(C)o2)no1	0.3	-9.6%	18.9	0.9%	-0.1	35.5µM*	-21.7	13.3%	1.2%
Cc1ccc(NS(=O)(=O)c2ccc3c(c2)N(C)C(=O)CC(=O)N3C)cc1Cl	-0.1	-8.1%	/	3.3%	-1.3	18.6%	-1.9	15.2%	-0.9%
O=C(CN(c1ccc(F)cc1)S(=O)(=O)c1ccc2c(c1)OCCO2)N1CCOCC1	0.1	-26.9%	-22.0	-4.9%	0.5	28.1%	10.1	-0.6%	4.6%

Assay outcomes from PubChem.
